Screening data (PubChem)
PERK inh: block of dimerizer-induced PERK translation repression, primary screen, PERK inhibitor project, CHO PERK-DD cells, SEAP luminescence, HTS | inhibition, % at 5.6 µM | AID 1416, 2008 | CHO PERK-DD fusion, SEAP luminescence translation reporter | Eukaryotic translation initiation factor 2-alpha kinase 3 (Homo sapiens), Q9NZJ5 | 220,000 tested, 0.17% active;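 active = inhibition above the mean inhibition of all tested compounds plus 3 SD, set separately per screening campaign, cut at about 2.9% in these data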;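 also: PERK kinase domain activated by AP20187 dimerizer at 100 nM; 0% = DMSO with dimerizer and 100% = rapamycin at 8.4 µM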
zfTRPN1 agonist: zebrafish TRPN1 channel agonists, primary screen, cell-based, HEK293, calcium fluorescence. transient receptor potential cation channel N1 (TRPN1/NompC), Danio rerio. 220,000 tested, 0.18% active. HEK293 zebrafish TRPN1-YFP, Fluo-8 calcium fluorescence; 100% = response to 87 µM carbachol. activation, % at 3 µM;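 active = activation above its plate's cutoff, the mean activation of test wells on that plate plus 3 SD, cut at about 19% in these data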;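 also: 0% = DMSO alone and 100% = 87 µM carbachol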
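Control set: carbachol 87 µM as high control, DMSO as low control; system: HEK293 stable line with zebrafish TRPN1-YFP; read-out: % activation versus carbachol response; detection: intracellular calcium fluorescence with Fluo-8; doses: single test compound dose, 3 µM nominal, 0.3% DMSO; schedule: dye 1 h 37 °C plus 30 min RT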
S1P4 antagonist: S1P4 receptor antagonists, primary screen, cell-based; Sphingosine 1-phosphate receptor 4 (Homo sapiens), O95977; S1P4-expressing cells, antagonist mode, reporter read-out; 220,000 tested, 0.26% active; inhibition, % at 4.98 µM; in the data active = inhibition above about 29%;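 also: 0% = wells stimulated with agonist and 100% = vehicle wells without agonist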
Target sequence (O95977 whole entry, looked up): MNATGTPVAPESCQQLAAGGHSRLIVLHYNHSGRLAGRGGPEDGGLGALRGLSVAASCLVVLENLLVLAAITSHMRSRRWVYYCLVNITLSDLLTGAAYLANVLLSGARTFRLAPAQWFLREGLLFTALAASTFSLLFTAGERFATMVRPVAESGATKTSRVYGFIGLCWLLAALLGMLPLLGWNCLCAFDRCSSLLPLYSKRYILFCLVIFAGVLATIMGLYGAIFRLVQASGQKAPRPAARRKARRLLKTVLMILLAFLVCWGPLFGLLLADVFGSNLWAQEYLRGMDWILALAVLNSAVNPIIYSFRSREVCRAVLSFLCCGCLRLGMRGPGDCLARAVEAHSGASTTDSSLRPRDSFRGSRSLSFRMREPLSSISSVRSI
BaF3 tox: parental Ba/F3 cell viability inhibition, counter-screen for JAK2V617F inhibitor project, murine pro-B, CellTiter-Glo luminescence | CellTiter-Glo ATP luminescence | inhibition, % at 5.6 µM | 220,000 tested, 1.1% active | AID 1486, 2009;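 active = inhibition above a per-campaign cutoff, the mean inhibition of all tested compounds plus 3 SD, cut at about 27% in these data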;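 also: 0% = DMSO wells and 100% = JAK Inhibitor I control wells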
TRPML3 agonist: human TRPML3 channel agonists, primary screen, cell-based, HEK293 TRPML3-YFP, Fluo-8 calcium fluorescence, 3 µM. Mucolipin-3 (Homo sapiens), Q8TDD5. 100% = the carbachol control signal. AID 1448, 2008. activation, % at 3 µM. 220,000 tested, 0.29% active;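 active = activation above its plate's cutoff, the mean activation of the plate's test wells plus 3 SD, cut at about 12% in these data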;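 also: 0% = DMSO only wells and 100% = carbachol wells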
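Material: TRPML3-YFP stable HEK293 cells | Dosing: One concentration, 3 µM nominal, 0.3% DMSO | Timing: 125 s total fluorescence read per well | Technique: Fluo-8 calcium dye fluorescence, ex 470-495, em 515-575 nm | Measure: Percent activation from peak-to-basal fluorescence ratio, scaled between DMSO and carbachol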
S1P4 agonist: S1P4 receptor agonists, primary screen, cell-based; Sphingosine 1-phosphate receptor 4 (Homo sapiens), O95977; S1P4-expressing cell line, agonist reporter assay; activation, % at 4.98 µM; 220,000 tested, 0.35% active; AID 1509, 2009; in the data active = activation above about 11%;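 also: 0% = DMSO vehicle and 100% = reference agonist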
Ba/F3 V617F tox: reduced viability of JAK2V617F-dependent Ba/F3 cells, primary screen, JAK2V617F inhibitor project, cell-based, Ba/F3 EpoR-JAK2V617F, luminescence; ATP luminescence; inhibition, % at 5.6 µM; 220,000 tested, 1.1% active; AID 1446, 2008;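 active = inhibition above the campaign mean plus 3 SD over all tested compounds, cut at about 24% in these data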;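 also: cytokine-independent growth of Ba/F3 cells driven by EpoR plus mutant JAK2; 0% = DMSO-treated cells and 100% = JAK inhibitor I control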
m-calpain inh: inhibitors of pig calpain II, primary screen, biochemical, fluorogenic peptide substrate, 1536-well; 220,000 tested, 0.37% active; inhibition, % at 16 µM; purified calpain II, 30 min;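 active = inhibition above about 50%, limit read from the data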
EP2 mod: EP2 receptor modulators, cAMP readout, primary screen, cell-based, HTRF cAMP, PGE2 stimulation; 260,000 tested, 0.83% active; EP2-expressing cells, cAMP HTRF FRET, PGE2 co-stimulation; induction, % at 25 µM; AID 940, 2007;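 active = compounds whose cAMP rise, as percent of the full-agonist control response, exceeds 60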;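 also: rat C6 glioma line stably carrying human EP2 under a CMV promoter; the protocol text gives 20 µM as final concentration; 100% = response of wells given 1 µM PGE2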
Target sequence (P43116 whole entry, looked up): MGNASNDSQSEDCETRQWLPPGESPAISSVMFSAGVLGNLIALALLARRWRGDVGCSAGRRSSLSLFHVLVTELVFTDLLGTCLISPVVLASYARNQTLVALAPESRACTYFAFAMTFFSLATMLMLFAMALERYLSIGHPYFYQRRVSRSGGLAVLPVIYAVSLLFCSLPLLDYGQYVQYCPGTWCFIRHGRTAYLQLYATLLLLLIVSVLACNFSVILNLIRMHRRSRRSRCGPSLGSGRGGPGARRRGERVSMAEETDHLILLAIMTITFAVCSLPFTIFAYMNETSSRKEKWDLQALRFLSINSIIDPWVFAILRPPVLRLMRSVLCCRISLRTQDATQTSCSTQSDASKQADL
An asterisk follows results filed as active; i = inactive; & = joins results of further samples.

SMILES	PERK inh	zfTRPN1 agonist	S1P4 antagonist	BaF3 tox	TRPML3 agonist	S1P4 agonist	Ba/F3 V617F tox	m-calpain inh	EP2 mod
CC(C)(CNC(=O)COc1ccccc1Cc1ccccc1)N1CCOCC1	-0.2	-0.5	-8	3	0.1	1.4	4	14	-7
CCN(CC)S(=O)(=O)c1cccc(NC(=O)COc2ccc(F)cc2Br)c1	-0.8	0.4	-9	-3	0.3	-1.1	-4	0	-36
C=Cn1cc[n+](CC(=O)c2ccc(C)cc2)c1	0.5	-0.1	-3	1	0.4	18*	-5	-27	24
CCOc1nc(NCCN2CCOCC2)nc(Nc2ccc([N+](=O)[O-])cc2)n1	-1.0	-0.1	-22	3	0.6	1.2	3	-22	-8
CCNC(=O)C12CCC(C)(C(=O)O1)C2(C)C (configuration not stated)	1.2	0.2	0	6	1.2	-1.3	0	2	31
Cc1nc(NCCN2CCOCC2)c2oc3ccccc3c2n1	-0.1	1.5	18	2	0.3	0.7	1	-8	-21
O=C(O)CSc1nc2c(c(=O)[nH]1)CCCC2	-0.2	0.5	-21	0	0.7	0.9	2	0	12
CCCn1c2ccccc2c2nnc(SCC(=O)Nc3nnc(CC(=O)OCC)s3)nc21	-2.4	-0.5	-5	5	-0.5	2.3	3	-17	21
CCOC(=O)c1c(C)[nH]c(C(=O)COC(=O)CSCC(=O)N(CC)CC)c1C	-0.1	3.0	1	4	0.8	0.8	1	-2	-2
COC(=O)c1ccccc1Oc1c(F)c(F)nc(N2CCOCC2)c1F	-0.2	-2.4	-22	-4	-1.2	-0.1	-4	6	55
CCC(c1nnc(SCC(=O)Nc2ccc(C(C)=O)cc2)n1C1CCCCC1)N(C)C (configuration not stated)	-1.4	-0.1	-13	5	0.0	-0.7	-1	-7	2
NC(=O)c1oc2ccccc2c1NC(=O)CCc1ccccc1	0.1	1.2	-7	11	-0.5	2.6	5	-8	12
CS(=O)(=O)N(CC(=O)NCc1cccnc1)C1CCCCC1	0.1	0.2	13	3	-0.2	-1.1	3	4	47
CC(=O)Nc1nnc(CCS(=O)(=O)c2ccc(C)c(C)c2)s1	-0.2	-0.1	-8	0	0.3	-1.3	1	18	-10&9
O=C(COC(=O)CNS(=O)(=O)c1cccc(Br)c1)Nc1ccccc1Sc1ccccc1	0.8	-0.4	-11	1	-0.3	0.9	1	12	23
COc1ccc(-c2nc3ncccn3c2Br)cc1	2.6	0.0	-13	6	0.8	1.4	1	-414	-27
CCCCNc1nc(CC)c2c(c1C#N)CCCC2	0.4	0.0	-10	3	0.6	1.0	-4	-18	52
O=C(O)CC(NC(=O)Nc1ccccc1)c1ccc(OC2CCCC2)cc1 (configuration not stated)	0.8	0.9	-4	4	1.0	1.2	33*	-38	20
O=C(Cn1nnc(-c2ccccc2Cl)n1)N/N=C/c1ccc2c(c1)OCO2	1.6	1.0	-3	6	0.4	0.2	1	6	-62
N#C/C(=C/c1ccc(Sc2nc3ccccc3[nH]2)o1)c1cccc(F)c1	-1.6	0.0	-10	7	-1.0	0.6	3	-9	-18

Three of these compounds in a different format:
SMILES | PERK inh | zfTRPN1 agonist | S1P4 antagonist | BaF3 tox | TRPML3 agonist | S1P4 agonist | Ba/F3 V617F tox | m-calpain inh | EP2 mod
CCC(c1nnc(SCC(=O)Nc2ccc(C(C)=O)cc2)n1C1CCCCC1)N(C)C (configuration not stated) | -1.4 | -0.1 | -13 | 5 | 0.0 | -0.7 | -1 | -7 | 2
NC(=O)c1oc2ccccc2c1NC(=O)CCc1ccccc1 | 0.1 | 1.2 | -7 | 11 | -0.5 | 2.6 | 5 | -8 | 12
CS(=O)(=O)N(CC(=O)NCc1cccnc1)C1CCCCC1 | 0.1 | 0.2 | 13 | 3 | -0.2 | -1.1 | 3 | 4 | 47

An excerpt from above, showing only Ba/F3 V617F tox:
| compound | Ba/F3 V617F tox |
| --- | --- |
| NC(=O)c1oc2ccccc2c1NC(=O)CCc1ccccc1 | 5 |
| CS(=O)(=O)N(CC(=O)NCc1cccnc1)C1CCCCC1 | 3 |
| CC(=O)Nc1nnc(CCS(=O)(=O)c2ccc(C)c(C)c2)s1 | 1 |
| O=C(COC(=O)CNS(=O)(=O)c1cccc(Br)c1)Nc1ccccc1Sc1ccccc1 | 1 |
| COc1ccc(-c2nc3ncccn3c2Br)cc1 | 1 |
| CCCCNc1nc(CC)c2c(c1C#N)CCCC2 | -4 |
| O=C(O)CC(NC(=O)Nc1ccccc1)c1ccc(OC2CCCC2)cc1 (configuration not stated) | 33* |

New compounds follow
SMILES	PERK inh	zfTRPN1 agonist	S1P4 antagonist	BaF3 tox	TRPML3 agonist	S1P4 agonist	Ba/F3 V617F tox	m-calpain inh	EP2 mod
Nc1cc(C(F)(F)F)cc2c1SCC(=O)N2	0.8	1.0	-19	0	0.2	1.4	-5	-10	-13
CCOC(=O)CSc1nc(Nc2ccc3c(c2)OCO3)c2ccccc2n1	-0.5	-2.2	-15	0	-1.2	-0.1	-4	26	15
Cc1nn(-c2ccccn2)c2nc(-c3cccs3)cc(C(=O)NCc3ccco3)c12	-0.7	1.2	13	4	1.0	0.4	1	i	23
Cc1cc(=O)n2nc(N3CCCC(C(=O)NCCC4=CCCCC4)C3)sc2n1 (configuration not stated)	-1.1	2.0	-1	2	0.6	0.3	-2	19	7
CCn1ncc(Br)c1C(=O)Nc1ccc(F)cc1F	0.5	-1.4	1	7	-0.2	0.4	3	-3	-4
COc1ccc(N(CC(=O)Nc2ccc3c(c2)OCCO3)S(=O)(=O)c2c(C)noc2C)cc1	-0.7	1.8	-1	10	0.3	0.4	-2	42	7
CCn1c(COc2cccc(OC)c2)nnc1SCC(=O)Nc1cccc(OC)c1	0.9	1.2	9	0	0.5	-1.3	0	-2	-74
Cc1[nH]c(=O)[nH]c(=O)c1S(=O)(=O)N1CCCC(C(=O)NCCC2=CCCCC2)C1 (configuration not stated)	0.6	0.5	-4	12	1.5	0.6	4	-8	7
O=C(CN(Cc1cccs1)C(=O)CN1C(=O)COc2ccccc21)NCc1ccco1	-1.0	0.2	-27	1	0.3	1.6	-4	6	3
CC(C)(C)NCCOCCOc1ccccc1-c1ccccc1	-0.5	-0.5	-13	6	0.4	6.2	5	-4	6
CC(NCCC(Cc1ccccc1)c1ccco1)c1ccccc1 (configuration not stated)	-1.3	-0.7	7	2	0.8	0.8	1	-8	8
C=CCN1C(=O)/C(=C\c2ccc(C)cc2)N=C1SCC(=O)NCCC	0.0	-0.2	2	1	0.4	1.1	-4	-41	10
COc1ccc(-c2cc(C(F)(F)F)n3nc(C(=O)N4CCOCC4)c(Cl)c3n2)cc1	0.7	0.2	-11	5	-0.5	0.6	0	-20	12
CCCOc1ccc(/C=N/NC(=O)c2ccc(Cn3cc([N+](=O)[O-])cn3)o2)cc1	-1.2	0.2	-10	0	0.7	-0.6	-2	-23	-33
COCCNC(=S)NN=C1CCCCC1	0.8	0.9	5	-1	0.4	-2.4	-2	14	19
COc1ccc(NC(=O)CSc2nc3nc(-c4cccs4)cc(C(F)(F)F)c3c(=O)[nH]2)c(OC)c1	0.1	0.9	8	5	1.0	2.0	4	-66	27
CCSc1nnc(NC(=O)Nc2cccc(C)c2)s1	0.3	0.8	2	3	0.2	2.9	0	-9	-43
C=CCN(c1ccccc1)S(=O)(=O)c1ccc(Cl)c(C(=O)OCC(=O)NCCCN2CCCC2=O)c1	0.1	0.2	-11	4	-1.3	0.6	2	-16	1
COc1ccc(C)cc1NC(=O)C1CCN(C(=O)Cc2ccccc2)CC1	0.2	2.7	-22	8	0.2	-0.9	41*	19	-33
Cc1csc(NC(=O)Cn2nc(C)c([N+](=O)[O-])c2C)n1	1.9	1.3	-5	-4	0.0	2.1	-3	-13	16
Fc1cccc(C2NC(=S)NC3=C2N2CCC3CC2)c1 (configuration not stated)	0.5	2.5	-13	5	0.5	0.2	-2	22	27
Cc1ccc(C(=O)c2c(NC(=O)c3cccnc3)sc3c2CCCC3)cc1	-0.5	-1.4	-9	-3	-0.5	-1.0	2	4	60
O=C(c1ccco1)N1CCN(S(=O)(=O)c2ccc(Br)s2)CC1	0.2	-1.6	4	5	0.6	1.3	2	9	-1
Cc1cc(N2CCC(C(=O)NC3CC3)CC2)nc(-c2ccccc2)n1	-1.2	2.1	-16	6	0.9	0.8	5	11	1
O=C(CSCc1c(F)cccc1Cl)NCC1CCCO1 (configuration not stated)	-0.2	2.7	-5	6	0.2	-0.3	-1	-21	18
C=CCn1c(C)cc(C(=O)CSc2nnc3c(Cl)cc(Cl)cn23)c1C	-0.9	-0.8	-7	2	0.7	-3.7	-5	17	10
